Compound activity: PubChem BioAssay, National Center for Advancing Translational Sciences (NCATS)
FUS suppressor: FUS proteinopathy suppression in yeast | S. cerevisiae FUS-expressing, growth rescue, OD600, 24 h | Potency, µM (top dose mostly 76.6 µM), for inactives: at the highest dose growth rescue (activation), most hits filed as activators | 0.24% of 390,000 active;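 note: plate controls were DMSO vehicle for no effect and reference control for full effect; nearly all actives have a fitted effect of over 55% in size; some results filed as inactive show a strong effect at the top dose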
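Read-out: OD at 600 nm after 24hr at 30C, reporting rescue of FUS-induced yeast toxicity. Cells at OD 0.005 in galactose (2%) minimal medium; compounds tested in a dilution series; CP55940 titration from 92uM final as control.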
PTHR1 agonist: activates the human parathyroid hormone receptor PTHR1; Q03431; HEK293 GP2 PTHR1 cells, GloSensor cAMP luminescence, 1 h; Potency, µM (top dose mostly 115 µM), inactives show at the highest dose activation, usual class: activators; 0.075% of 410,000 active; AID 743266; note: nearly all actives have a fitted effect of over 55% in size; some results filed as inactive show a strong effect at the top dose; inactives centre near -15; many of its hits are not listed in these tables
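HEK-293-derived GP2 cells expressing PTHR1 and a GloSensor cAMP reporter, 3,000/well, plated overnight, given luciferin plus IBMX (each 0.5 mM as added) for 1 h at 37 °C, then compound for 1 h at 37 °C. Luminescence was read after 15 min at room temperature.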
EPAC1 agonist: agonists of human EPAC1. O95398. EPAC1 agonist qHTS, biochemical assay; response scale: 100% = response to 6.5 mM cAMP. Potency, µM (titrated, usually from 154 µM), for the others: at the highest dose activation, most hits filed as activators. 0.073% of 360,000 active. AID 720707; note: nearly all actives have a fitted effect of over 60% in size
Target sequence (O95398 whole entry, looked up): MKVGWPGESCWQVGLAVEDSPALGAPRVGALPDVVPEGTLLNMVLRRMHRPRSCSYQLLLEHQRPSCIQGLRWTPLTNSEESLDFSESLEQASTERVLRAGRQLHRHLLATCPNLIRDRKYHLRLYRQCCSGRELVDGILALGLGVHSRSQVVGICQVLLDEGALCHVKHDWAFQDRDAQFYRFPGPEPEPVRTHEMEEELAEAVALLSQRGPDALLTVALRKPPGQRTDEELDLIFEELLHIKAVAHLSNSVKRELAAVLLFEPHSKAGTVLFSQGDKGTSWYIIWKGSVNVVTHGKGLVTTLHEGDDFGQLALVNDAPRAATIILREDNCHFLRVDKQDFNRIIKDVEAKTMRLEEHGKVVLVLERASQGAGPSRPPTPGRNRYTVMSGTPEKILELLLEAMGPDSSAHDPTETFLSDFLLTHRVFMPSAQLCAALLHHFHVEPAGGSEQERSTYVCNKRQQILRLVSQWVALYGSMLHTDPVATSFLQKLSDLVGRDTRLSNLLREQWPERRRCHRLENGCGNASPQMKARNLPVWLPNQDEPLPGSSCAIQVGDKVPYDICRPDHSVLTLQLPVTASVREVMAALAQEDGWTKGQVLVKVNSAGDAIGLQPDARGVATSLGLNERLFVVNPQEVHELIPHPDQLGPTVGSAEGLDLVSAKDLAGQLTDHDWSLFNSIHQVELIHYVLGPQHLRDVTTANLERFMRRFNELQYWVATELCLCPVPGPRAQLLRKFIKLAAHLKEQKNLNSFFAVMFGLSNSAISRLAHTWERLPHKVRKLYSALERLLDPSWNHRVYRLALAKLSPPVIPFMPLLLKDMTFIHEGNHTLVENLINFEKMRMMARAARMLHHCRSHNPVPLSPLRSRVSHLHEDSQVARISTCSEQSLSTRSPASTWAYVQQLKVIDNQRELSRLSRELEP
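EPAC1 100 nM, Rap1B–BODIPY-GDP 250 nM, unlabeled GDP 50 uM; compound titration; 5 min RT; kinetic read ex480/em540 at 5-min intervals ×30 min; data normalized to 6.5 mM cAMP agonist control.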
EPAC1 antag: EPAC1 (human) antagonism | O95398 | EPAC1 GEF assay, Rap1b-BODIPY-GDP exchange fluorescence | Potency, µM (highest dose often 115 µM), for inactives: top-dose activity change, negative = inhibition, most hits filed as inhibitors | 0.14% of 360,000 active | AID 720709;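 note: plate controls were vehicle for no effect and positive control for full effect; nearly all actives have a fitted effect of over 50% in size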
aSyn rescue: rescues yeast growth from alpha-synuclein toxicity; 0.14% of 370,000 active; Yeast expressing alpha-synuclein, growth rescue, BacTiter-Glo, 24 h; AID 652106; Potency, µM (highest dose often 46.1 µM), inactives show top-dose growth rescue (activation), usual class: activators; note: % of control where 0% means no effect; nearly all actives have a fitted effect of over 65% in size
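Galactose-induced alpha-syn yeast (OD600=0.02, raffinose-pregrown) + pinned cpd, 24 hr, 30 deg C; growth by BacTiter-Glo luminescence. Growth restoration scores as activation.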
EPAC2 ag: EPAC2 (human) agonism. EPAC2 activation, biochemical qHTS; response scale: 100% = 6.5 mM cAMP response. 0.079% of 360,000 active. Potency, µM (titrated, usually from 154 µM), inactives show at the highest dose activation, most hits filed as activators. Q8WZA2; note: nearly all actives have a fitted effect of over 50% in size
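Exchange assay: 100 nM EPAC2 with 250 nM Rap1B-BODIPY-GDP and 50 uM GDP. Fluorescence (ex 480/em 540 nm) read every 5 min for 30 min at room temperature. Data normalized to 6.5 mM cAMP as agonist control.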
EPAC2 antag: EPAC2 (human) antagonism | Q8WZA2 | EPAC2 GEF exchange of Rap1B-BODIPY-GDP, fluorescence | 0.18% of 360,000 active | Potency, µM (highest dose often 114 µM), for inactives: at the highest dose activity, negative = inhibition, usual class: inhibitors | AID 720708; note: % is set by controls: 0 for no effect and ±100 for the full control effect; nearly all actives have a fitted effect of over 45% in size; many of its hits are not listed in these tables
TDP43 rescue: rescues yeast growth from TDP-43 toxicity; TDP-43 expressing yeast growth rescue, BacTiter-Glo, 24 h; AID 652104; Potency, µM (series often up to 46.1 µM), without a hit: at the highest dose growth rescue (activation), hits mostly activators; 1.8% of 410,000 active; note: % of control where 0% means no effect; nearly all actives have a fitted effect of over 50% in size
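Yeast expressing TDP-43 (pregrown in raffinose, seeded at OD600=0.02 in galactose medium) exposed to compounds 24 hr at 30 deg C. Growth read by BacTiter-Glo luminescence; rescue of toxicity appears as increased signal.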
* = called active by the depositor; i = inactive; ? = inconclusive; · = no result given; [ ] = another dose, or the depositor's remark. Calls come from the whole dose curve; as a rule, active = well fitted curve in the direction sought with a large enough effect; inconclusive = small, poorly fitted or top-dose-only effect, or another doubt; inactive = no such curve, though single readings can be large; an effect the other way counts as inactive or inconclusive. Potency is the fitted concentration of half-maximal effect. Only part of the results is shown (hit frequency here may not be typical).

Each structure is followed by: EPAC2 ag	EPAC1 agonist	aSyn rescue	PTHR1 agonist	EPAC2 antag	TDP43 rescue	EPAC1 antag	FUS suppressor
CCCn1c(N)c(C(=O)NS(=O)(=O)c2ccc(C)cc2)c(=O)n(C)c1=O
 : 6.3%	-1.6%	-6.6%	-14.0%	9.3%	-21.8%	-27.7%	9.6%
COC(=O)C1CCN(c2cc(=O)n(Cc3ccc(F)cc3)c(=O)[nH]2)CC1
 : 13.5%	10.9%	3.5%	-1.5%[57.5 µM]	-3.2%	-3.7%	-3.6%	-5.5%
COc1cc2c(cc1OC)C(c1ccccc1N)=NCC2
 : 0.9%	5.0%	-8.0%	-1.6%	1.6%	6.2%	-8.8%	15.4%
CCOC(=O)/C=C/C(=O)Nc1ccc(S(=O)(=O)Nc2nccs2)cc1
 : 2.3%	-0.3%	7.5%	-3.8%	-0.7%	0.9%	-5.5%	24.6%
Cn1cc(C(=O)O)c(-c2ccc3c(c2)OCCCO3)n1
 : 3.3%	7.5%	-7.7%	i	-4.2%	-6.5%	-7.3%	16.0%
CCc1cccc(C)c1NC(=O)COC(=O)c1c2c(nc3ccccc13)/C(=C\c1cccs1)CCC2
 : 4.6%	-2.4%	3.3%	i	10.0%	24.7%	-7.8%	·
O=C(COc1nnc2ccccn12)N1CCN(S(=O)(=O)c2ccccc2)CC1
 : -4.1%	0.2%	-3.4%	-17.0%[57.5 µM]	-0.3%	8.9%	11.9%	-15.9%
CCOC(=O)c1c(NC(=O)CSc2nnnn2-c2ccccc2OCC)sc2c1CC(C)(C)NC2(C)C
 : 3.4%	?	3.3%	-33.7%[inhibitor]	-6.1%	12.5%	-15.3%	24.5%
Cc1cc(Nc2cccc(C)c2C)n2ncnc2n1
 : 8.8%	-1.5%	4.9%	9.8%	4.1%	?	-14.1%	-10.3%
O=c1c(O)c(-c2ccc(O)c(O)c2)oc2cc(O)ccc12
 : 9.2%	-14.4%	-3.9%	-1.7%	30.0%	-8.5%	?	-6.5%

Compound profiles, from the list above.
Profile of `Cc1cc(Nc2cccc(C)c2C)n2ncnc2n1` = EPAC2 ag = 8.8%; EPAC1 agonist = -1.5%; aSyn rescue = 4.9%; PTHR1 agonist = 9.8%; EPAC2 antag = 4.1%; TDP43 rescue = ?; EPAC1 antag = -14.1%; FUS suppressor = -10.3%
Profile of `O=c1c(O)c(-c2ccc(O)c(O)c2)oc2cc(O)ccc12` = EPAC2 ag = 9.2%; EPAC1 agonist = -14.4%; aSyn rescue = -3.9%; PTHR1 agonist = -1.7%; EPAC2 antag = 30.0%; TDP43 rescue = -8.5%; EPAC1 antag = ?; FUS suppressor = -6.5%
Profile of `CCOC(=O)/C=C/C(=O)Nc1ccc(S(=O)(=O)Nc2nccs2)cc1` = EPAC2 ag = 2.3%; EPAC1 agonist = -0.3%; aSyn rescue = 7.5%; PTHR1 agonist = -3.8%; EPAC2 antag = -0.7%; TDP43 rescue = 0.9%; EPAC1 antag = -5.5%; FUS suppressor = 24.6%

(more compounds)
Each structure is followed by: EPAC2 ag	EPAC1 agonist	aSyn rescue	PTHR1 agonist	EPAC2 antag	TDP43 rescue	EPAC1 antag	FUS suppressor
O=C(Cn1c(=O)oc2ccccc21)Nc1nc(-c2ccc(Br)cc2)cs1
 : -10.9%	2.9%	-5.2%	i	2.7%	-3.3%	2.5%	-17.8%
CN(C(=S)Oc1ccc(C(=O)Nc2ccccc2)cc1)c1ccccc1
 : 27.5%	-0.1%	0.4%	-22.0%	-12.2%	12.6µM*	-13.0%	·
O=C(NCc1ccccc1Cl)c1ccccc1Oc1ccccc1
 : 7.4%	5.6%	-0.7%	-12.6%	-28.0%	?	1.0%	·
O=C(Nc1nc(-c2ccc3c(c2)OCCO3)cs1)c1ccc(S(=O)(=O)N2CCCCC2)cc1
 : 4.2%	4.5%	-0.2%	-82.5%	15.5%	-20.6%	18.7%	?
O=C(/C=C/c1ccccc1)N1CCC[C@H]1CO
 : 12.3%	8.0%	1.8%	i	-9.0%	22.9%	-1.5%	-15.8%
COC(=O)c1sc2nc(C)cc(-c3ccccc3)c2c1N
 : 2.6%	20.5%	-2.4%	-10.1%	-5.5%	-0.4%	5.4%	-15.1%
COc1ccc(NC(=O)c2cc(SC)ccc2Cl)cc1
 : 5.6%	-7.5%	-3.9%	-6.1%	-2.8%	18.6%	1.2%	·
COc1cc(SC)ccc1C(=O)OCC(=O)NCCC1=CCCCC1
 : 4.9%	1.6%	4.5%	-53.7%[inhibitor]	-5.6%	14.0%	-4.4%	7.4%
Cc1cccc(Nc2nc(OCC#N)nc(N(C)C)n2)c1
 : -2.8%	-8.3%	5.9%	-24.6%	-6.2%	?	9.2%	-19.4%
CN(C)S(=O)(=O)c1ccc2c(c1)nc(CCC(=O)NCCc1ccc(Cl)cc1)n2C
 : 4.1%	6.0%	-0.3%	-15.0%	2.2%	-1.2%	-2.0%	11.5%
Clc1ccc(Cn2ccc(C3CC3)n2)cc1
 : -5.0%	11.0%	-12.0%	-2.3%	-6.6%	6.2%	4.6%	-6.2%
Cc1cc(C(=O)NNc2ccc(Cl)cc2)no1
 : 3.7%	-3.2%	4.9%	i	4.5%	-3.0%[1.82 µM]	5.9%	-0.9%
O=C(O)CCCC(=O)Nc1ccccc1SCCS(=O)(=O)c1ccc(Cl)cc1
 : 4.3%	8.0%	-12.9%	-12.4%	-0.1%	7.0%	5.9%	-2.9%
O=C(OCC(=O)N1CCC(Cc2ccccc2)CC1)c1ccccc1O
 : 6.2%	1.9%	-4.6%	-26.9%	-19.9%	-12.8%	-16.8%	10.3%
Cn1c(SCc2nnc3n2CCCCC3)nc2ccccc21
 : 5.0%	-0.3%	-4.4%	i	16.7%	-24.5%	8.1%	-4.2%
CC(=O)N(C)c1ccc(NC(=S)Nc2cccc3ccccc23)cc1
 : -14.0%	1.4%	-1.4%	-4.7%	-1.5%	14.1%	8.9%	25.0%
COc1ccc2c(c1OC)C(=O)OC2N1C(=O)CC[C@H]1C(=O)NCC1CCCO1 (some centres not stated)
 : 5.5%	-9.1%	0.6%	-2.3%	-18.0%	5.6%	8.3%	-18.8%
Cc1cccc(NC(=O)CSCc2cc(=O)n3c(C)csc3n2)c1C
 : -1.4%	-2.6%	0.8%	i	-7.1%	8.5%	21.0%	-8.9%
COc1ccc(/C=C2\COc3ccccc3C2=O)cc1OC
 : 10.3%	-7.7%	23.4%	-29.2%	13.3%	2.82µM*	-29.5%	23.9%
COc1cc(C(=O)O)c2ccccc2n1
 : -1.4%	-5.9%	8.1%	i	3.0%	-5.3%	4.8%	-7.5%
COc1ccccc1CCNC(=O)Cn1ccc2cc(S(=O)(=O)N3CCCC3)ccc21
 : 7.2%	0.6%	-6.6%	-3.2%	-8.7%	6.8%	5.2%	-7.1%
FC(F)(F)c1ccc(Cl)c(NC(=S)N/N=C/c2ccccc2Cl)c1
 : 5.4%	1.0%	0.9%	i	4.8%	20.9%	-5.5%	4.4%
O=C(NNC(=S)NC1CCCCC1)c1ccccc1Cl
 : -8.9%	-13.5%	-7.6%	-21.5%	1.2%	·	-1.3%	25.5%
Cc1nc(CNS(=O)(=O)c2ccc3ccccc3c2)cs1
 : 22.6%	-7.0%	-3.9%	-24.8%	-2.4%	14.1µM*	14.1%	-10.6%
O=C(CCNS(=O)(=O)c1ccc(Br)cc1)NCc1cccs1
 : 5.5%	-14.7%	2.3%	-19.9%	-11.7%	12.1%	8.6%	6.2%
Cc1ccc(NC(=O)c2ccc(S(=O)(=O)N3CC(C)CC(C)C3)cc2)cc1S(=O)(=O)N1CCOCC1 (configuration not stated)
 : 11.8%	5.6%	-12.3%	-10.0%	-7.1%	-3.4%	-26.6%	2.3%
C=C(C)c1cccc(C(C)(C)NC(=O)N2CCN(c3ccccc3OC)CC2)c1
 : 6.0%	5.6%	5.2%	-0.2%	-2.9%	?	-9.4%	14.4%
O=S(=O)(Nc1cc(F)ccc1F)c1cccc2nsnc12
 : 14.9%	17.3%	?	-10.4%	-11.1%	?	4.0%	-22.8%
Cc1c(S(=O)(=O)N2CCCC2)c(=O)n(C)c(=O)n1C
 : 15.0%	14.5%	-1.7%	i	-5.3%	-22.6%	-10.8%	5.3%
O=c1oc2ccccc2c(Nc2cccc3ccccc23)c1[N+](=O)[O-]
 : 10.8%	-2.0%	-6.1%	-6.7%[57.5 µM]	-1.4%	22.6%	?	12.4%
COc1ccccc1NC(=O)COC(=O)c1c(C)nn(-c2ccccc2)c1C
 : 8.3%	4.9%	-2.0%	-9.9%	-7.4%	17.8µM*	-17.5%	34.6%
N#Cc1c(NC(=O)CSc2ccccn2)oc(-c2ccccc2)c1-c1ccccc1
 : 4.5%	10.9%	-2.9%	i	-12.4%	-0.5%	?	-2.6%
CC1Cc2ccccc2N1C(=O)CNCCCN(C)C (configuration not stated)
 : 10.4%	3.2%	-6.7%	i	-1.2%	-5.5%	-10.5%	-7.5%
O=C(CO/N=C1\CCCc2nonc21)Nc1ccccc1Cl
 : -0.1%	-4.1%	8.9%	-16.2%	16.3%	23.5%	5.7%	2.4%
Cc1cccc(-n2c(O)c(/C=N/NC(=O)c3ccccc3Cl)c3ccccc3c2=O)n1
 : 8.6%	4.3%	-1.9%	-10.1%	-1.3%	3.4%	17.4%	38.5%
O=S(Cc1ccc(Cl)cc1)CC(O)(c1ccccc1)c1ccccc1 (configuration not stated)
 : 10.2%	6.9%	·	i	1.6%	-6.9%	-3.8%	-18.9%
CC(=O)c1ccc(NC(=S)NCCCN2CCOCC2)cc1
 : -0.2%	-9.2%	-2.5%	-66.1%[inhibitor]	2.4%	20.1%	2.2%	-40.1%
Cc1ccc(NC(=O)/C=C/c2cccc([N+](=O)[O-])c2)nc1
 : 1.7%	-3.0%	-5.5%	-5.0%	-0.6%	-6.7%	-3.3%	-22.9%
CC(C)c1ccc(C(=O)Nc2cccnc2)cc1
 : 3.3%	7.6%	-4.8%	-0.1%	-8.1%	-4.4%[1.82 µM]	-21.0%	11.3%
Cc1ccc(NC(=O)COc2coc(CN3CCc4ccccc4C3)cc2=O)c(C)c1
 : -6.1%	2.0%	1.8%	-10.1%	-2.0%	12.0%	-4.3%	15.9%
CCNS(=O)(=O)c1ccc(CCC(=O)N2CCOCC2)cc1
 : 9.3%	12.5%	-1.0%	9.2%	1.9%	-2.4%	6.1%	-19.0%
COc1ccc(C2C(C#N)=C(C)NC(C)=C2C(=O)OC(C)C)c(OC)c1 (configuration not stated)
 : 3.0%	-10.7%	-1.9%	-16.2%	0.4%	-23.2%[0.397 µM]	-21.3%	28.1%
